FECH inh – blocks human mitochondrial ferrochelatase activity; P22830; purified FECH, Ni-mesoporphyrin absorbance 550 nm; calls only at 10 µM (by protocol); actives 3.3% (n = 20,000); AID 1671448;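 active = enzyme reaction rate more than 3 SD below the solvent-only control wells on the same plate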;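 also: lower slope than DMSO wells means FECH inhibition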
Target sequence (P22830 whole entry, looked up): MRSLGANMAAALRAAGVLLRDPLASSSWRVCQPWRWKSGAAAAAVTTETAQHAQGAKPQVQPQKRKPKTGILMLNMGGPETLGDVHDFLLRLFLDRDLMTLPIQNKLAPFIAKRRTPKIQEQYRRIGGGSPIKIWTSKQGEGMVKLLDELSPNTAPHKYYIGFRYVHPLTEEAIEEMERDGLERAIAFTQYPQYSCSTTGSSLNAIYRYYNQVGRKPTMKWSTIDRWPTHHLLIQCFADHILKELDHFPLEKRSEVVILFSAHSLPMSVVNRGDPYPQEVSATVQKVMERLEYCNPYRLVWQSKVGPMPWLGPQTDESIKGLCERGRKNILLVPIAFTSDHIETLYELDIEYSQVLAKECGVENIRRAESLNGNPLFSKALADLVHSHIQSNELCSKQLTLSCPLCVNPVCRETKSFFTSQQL
Calls only; i = inactive; + = active, no number.

A first look, 2 compounds:
SMILES | FECH inh
COc1cccc(C(=O)Nc2ccc(Oc3c(C)nc4nc[nH]n4c3=O)cc2)c1 | i
Cc1ccc(CNc2nc(Nc3ccc(C)c(C)c3)c3cnn(-c4ccccc4)c3n2)cc1 | i

The listing (from the top)
SMILES | FECH inh
COc1cccc(C(=O)Nc2ccc(Oc3c(C)nc4nc[nH]n4c3=O)cc2)c1 | i
Cc1ccc(CNc2nc(Nc3ccc(C)c(C)c3)c3cnn(-c4ccccc4)c3n2)cc1 | i
Cc1ccccc1CC(=O)N1CC(c2ccccn2)C1 | i
CCOc1ccc(S(=O)(=O)NCCn2c(C(F)(F)F)nc3cccnc32)cc1 | +
O=C(C1CCCN(c2ncnc3c2nc2n3CCCCC2)C1)N1CCN(Cc2ccccc2)CC1 (stereo unspecified) | i
CCOC(=O)C1CCCCN1C(=O)CCC(=O)NC1CCCC1 (stereo unspecified) | i
CCc1ccc(NC(=O)CN2C(=O)CC(c3ccccc3)=Nc3ccccc32)cc1 | i
Cc1nc2c(c(N3CCc4c(Cl)cccc4C3)n1)CCNCC2 | i
Cc1cccc(N(Cc2nc3nc(C)cc(C)n3n2)C(=O)c2ccc(F)cc2)c1 | +
COc1ccccc1-c1nc(Cn2c(=O)c3cnc(C)nc3n(C)c2=O)c(C)o1 | i
COc1cccc(-c2cc(N3CCN(S(=O)(=O)c4ccccc4C)CC3)ncn2)c1 | i
C/C=C/CC(=O)Nc1ccc(OC)c(NC(=O)c2ccccc2)c1 | i
CCC1CN(Cc2cnc(-c3ccccn3)nc2)CCN1C(C)C (stereo unspecified) | i
c1n[nH]nc1SCCNC1CCCNC1 (stereo unspecified) | i
O=C(Nc1ncns1)c1cccc(CN2CC[C@H](O)C2)c1 | i
OCC#Cc1csc(-c2nccn2-c2cccc(-c3ccn[nH]3)c2)c1 | i
COc1ccccc1C(=O)Nc1cccc(NC(=O)CN2CCCC2)c1 | i
Cc1ccc(-c2nc3cccnc3n2CCNS(=O)(=O)c2ccc(C)cc2C)cc1 | i
Cc1cccc(N2CCN(CCNC(=O)C3CCCN3c3nnc(N4CCCC4=O)s3)CC2)c1C (stereo unspecified) | i
Cc1nc2c(c(=O)n1C)CCN(C(=O)C(C)Cn1cncn1)CC2 (stereo unspecified) | i

Laid out differently: results already given
Compound	FECH inh
Cc1ccc(CNc2nc(Nc3ccc(C)c(C)c3)c3cnn(-c4ccccc4)c3n2)cc1	i
Cc1ccccc1CC(=O)N1CC(c2ccccn2)C1	i
CCOc1ccc(S(=O)(=O)NCCn2c(C(F)(F)F)nc3cccnc32)cc1	+
O=C(C1CCCN(c2ncnc3c2nc2n3CCCCC2)C1)N1CCN(Cc2ccccc2)CC1 (stereo unspecified)	i
CCOC(=O)C1CCCCN1C(=O)CCC(=O)NC1CCCC1 (stereo unspecified)	i
CCc1ccc(NC(=O)CN2C(=O)CC(c3ccccc3)=Nc3ccccc32)cc1	i

The list continues.
SMILES | FECH inh
COc1ccc(CC(=O)NC2CC(=O)N(Cc3cccc(F)c3)C2)cc1OC (stereo unspecified) | i
CCOC(=O)Cn1c(=O)n(-c2ccc(C)c(C)c2)c2nc(-c3c(C)cc(C)cc3C)nc(C(N)=O)c21 | i
Cc1nc(N(C)C)ncc1C(=O)NCc1noc(-c2c(F)cccc2F)n1 | i
Cc1ccc(CN2CCCN(CC(=O)Nc3ccccc3)S2(=O)=O)cc1 | i
NC(=O)C1(N2CCCCC2)CCN(c2ncnc3sc4c(c23)CCNC4)CC1 | i
CCCC1COCCN1Cc1cccc(C)c1O (stereo unspecified) | i
CN(CCc1nc2ccc(Cl)cc2[nH]1)C(=O)c1ccccc1O | i
Cc1cn(CC(=O)N2CCCC(N(C)CCc3ccccc3)C2)c(=O)[nH]c1=O (stereo unspecified) | i
COc1c[nH]c(C(=O)N[C@@H]2CC[C@@H](N)C2)cc1=O | i
CC(c1ccccc1)n1c(SCC(=O)O)nnc1-c1cccnc1 (stereo unspecified) | i
Cc1cc(N2CCCC2)nc(N2CCN(S(=O)(=O)c3cccc(Cl)c3)CC2)n1 | i
Cc1cccc(CN2CCN(C(=O)CN3C(=O)CNC3=O)C(C)C2=O)c1 (stereo unspecified) | i
O=C(O)c1cccnc1CN(Cc1ccccc1)C1CCS(=O)(=O)C1 (stereo unspecified) | i
CN(Cc1nc(-c2cccnc2)no1)Cc1ccc(C2CCCO2)s1 (stereo unspecified) | i
Cc1cc(N2CCCC2)nc(Nc2ccc(NC(=O)c3ccccc3I)cc2)n1 | i
c1ccc(CCCOc2ccccc2-n2cnnc2)cc1 | i
Cc1cc(C)cc(OCC(=O)Nc2ccccc2SCc2cc(=O)n3c(ncn3C(C)C)n2)c1 | i
Cn1c(=O)c(C2CC(=O)NCc3nc4ccccn4c32)cc2ccccc21 (stereo unspecified) | i
CCOc1ccc(C(=O)NC2CC(=O)N(c3ccc(OC)cc3)C2)cc1 (stereo unspecified) | i
CCc1cccc(NC(=O)CN2CCN(Cc3ccccc3C)S2(=O)=O)c1 | i
COCC(c1ccnn1C)n1cc(-c2ccc3c(c2)OCCO3)nn1 (stereo unspecified) | i
CC(=O)c1[nH]c(C)c(C(=O)N(Cc2ccsc2)CC2CCCO2)c1C (stereo unspecified) | i
CN1C(=O)Cc2cc(S(=O)(=O)CCC(=O)Nc3ccc(F)c(Cl)c3)ccc21 | i
CCOc1ccccc1NC(=O)CN1CCCN(Cc2ccccc2)S1(=O)=O | i
C=CCn1cc(CN2CCCC2c2c(C)noc2C)c(C)n1 (stereo unspecified) | i
CNc1ncccc1C(=O)N1CCN(Cc2ccc(C)cc2)C(=O)C1C (stereo unspecified) | i
Cc1cc(C(=O)N2CCOc3c(O)cc(-c4ccccc4C)cc3C2)no1 | i
Cc1ccccc1-c1noc(CNC(=O)C2CC(C(C)C)=NO2)n1 (stereo unspecified) | i
CCc1nc(-c2nccn2C2CCN(Cc3ccccc3)CC2)c(C)[nH]1 | i
CCc1c(C)nn(CCNC(=O)c2cnn3ccn(C)c23)c1C | i
Cc1ccc(Nc2nc(N(CCO)Cc3ccccc3)nc3c2cnn3-c2ccccc2)cc1 | i
CCC(CO)N(Cc1ccsc1)C(=O)c1cccc(C(C)=O)c1 (stereo unspecified) | i
Cc1ncsc1CCN(C)C1CCN(S(C)(=O)=O)CC1 | i
Cc1nc2nc(-c3ccccc3)nn2c(Sc2ccccc2NC(=O)Cc2ccccc2)c1C | i
COC(=O)c1cc2ccsc2n1CC(=O)Nc1cccc(OC)c1 | i
COc1ccc(NC(=O)CN2CCN(Cc3ccc(F)cc3)S2(=O)=O)cc1OC | i
Cc1ccccc1OC1CN(C(=O)c2cn(CCN)nn2)C1 | i
O=S(=O)(NCCCc1nc2ccccc2o1)NCc1ccccc1 | i
C=C(C)COc1cccc(C(=O)N2CC[C@H](NC(C)=O)C2)c1 | i
CNc1ncccc1C(=O)N1CCOC(C(F)(F)F)C1 (stereo unspecified) | i
Cc1ccc(C(=O)N(Cc2nc3nc(C)cc(C)n3n2)c2ccccc2)cc1 | i
CCCc1c(C)nc2ncnn2c1Sc1ccccc1NC(=O)c1cccc(OC)c1 | +
Cc1nc2sccn2c1C(=O)NCCc1csc(-c2cccnc2)n1 | i
c1ccc(CCn2cc(-c3nc(-c4ccc5nc[nH]c5c4)no3)nn2)cc1 | i
O=S(=O)(c1ccc(F)cc1)N1CCN(Cc2nc3cccnc3n2-c2ccccc2)CC1 | i
CC(NCc1cn[nH]c1-c1ccc(F)cc1)c1ccc(-n2cncn2)cc1 (stereo unspecified) | i
CCc1cccc(-n2c(CNC)n[nH]c2=O)c1 | i
CC(C)NC(=O)c1nc[nH]c1C(=O)NCc1cccc(C(F)(F)F)c1 | i
CN1CCC2(CCCN(C(=O)c3nnc4n3CCCCC4)CC2)CC1 | i
OCCNc1ccc(-c2ccc(F)cc2Cl)nn1 | i
CCc1c(C)nc2ncnn2c1Sc1ccc(NC(=O)Nc2ccc(C)c(C)c2)cc1 | i
C=CCNc1nc(Nc2ccc(C)c(C)c2)c2cnn(-c3ccccc3)c2n1 | i
COc1ccc2[nH]c(=O)c(CN3CCC(CNC(C)=O)C3)cc2c1 (stereo unspecified) | i
Cc1ccc(C(=O)N2CCC(CCCc3ccccc3)(C(=O)O)CC2)c(=O)[nH]1 | i
CCn1c(=O)n(Cc2ccc(F)cc2)c(=O)c2cnc(-c3ccc(OC)cc3)nc21 | i
CCN(CC)c1ncc(NS(=O)(=O)c2ccc(C)c(C)c2)cc1C(=O)O | i
COc1ccccc1CN(C(=O)CSc1nnc(C)s1)C1CCCC1 | i
O=C(C1CCCN(c2ncnc3c2nc2n3CCCCC2)C1)N1CCC(Cc2ccccc2)CC1 (stereo unspecified) | i
Cc1ccccc1Oc1ncccc1CNC(=O)c1cc(=O)c2ccccc2o1 | i
O=C(NCCc1nccc(-c2ccccc2)n1)c1cn(-c2ccccc2)nn1 | i
Further entries
SMILES | FECH inh
O=C(NCC1CCN(Cc2ccc(Cl)cc2)CC1)c1ccc(CN2C(=O)CCn3nccc32)cc1 | i
CC(CNS(=O)(=O)c1cc(C(=O)N2CCCC2)cs1)c1ccccc1 (stereo unspecified) | i
CC(c1cccc(-c2ccccc2C(N)=O)c1)N1CCCC1 (stereo unspecified) | i
OCc1cc2ccccc2nc1-c1cc(O)cc(CCC2CCCCN2)c1 (stereo unspecified) | i
Cc1ccc(-c2ncc3c(=O)n(Cc4cccnc4)c(=O)n(C)c3n2)cc1 | i
Cn1c(CNS(=O)(=O)c2ccc(C(C)(C)C)cc2)nc2cccnc21 | i
CN1CCC(C)(CNC(=O)c2cc(COc3ccc4c(c3)OCO4)[nH]n2)C1 (stereo unspecified) | i
CCCCNc1nc(SC)nc(-c2ccc(C)cc2)c1C#N | i
CS(=O)(=O)NCc1nc2cccnc2n1Cc1ccccc1 | i
O=C(CN1CCN(Cc2ccccc2F)S1(=O)=O)Nc1ccc(F)cc1 | i
CCn1c(=O)n(CCOc2ccc(F)cc2)c(=O)c2cnc(-c3ccc(Cl)cc3)nc21 | +
c1coc(-c2ncc(C3NCCc4[nH]cnc43)cn2)c1 (stereo unspecified) | i
COc1c[nH]c(C(=O)N2CCCC(N3CCc4ccccc4C3)C2)cc1=O (stereo unspecified) | i
O=S(=O)(c1ccc(Cl)cc1)N1CCN(Cc2nc3cccnc3n2-c2cccc(F)c2)CC1 | i
Cn1cc(CN2CCC(CNC(=O)c3cnc4ccccc4c3)C2)cn1 (stereo unspecified) | i
CCNC(=O)c1cccc(-n2ccc(-c3cccnc3)n2)c1 | i
Cc1nc(C(C)C)sc1C(=O)N1CCC2(CC1)c1ccccc1[C@@H](N)[C@@H]2O | i
CCc1nc(CN2CCCC(CNC(=O)NC(C)(C)C)C2)c(C)[nH]1 (stereo unspecified) | i
CCCCc1cn(C2CCN(C(=O)C3CC(=O)N(C(C)(C)C)C3)CC2)nn1 (stereo unspecified) | i
Cc1ccc2[nH]c(CCCNC(=O)c3ccc(=O)[nH]c3)nc2c1C | i

Four records drawn at random from the list so far:
SMILES | FECH inh
CC(CNS(=O)(=O)c1cc(C(=O)N2CCCC2)cs1)c1ccccc1 (stereo unspecified) | i
O=S(=O)(c1ccc(Cl)cc1)N1CCN(Cc2nc3cccnc3n2-c2cccc(F)c2)CC1 | i
CC(c1cccc(-c2ccccc2C(N)=O)c1)N1CCCC1 (stereo unspecified) | i
O=C(CN1CCN(Cc2ccccc2F)S1(=O)=O)Nc1ccc(F)cc1 | i

Other compounds
SMILES | FECH inh
Cn1cc(C(=O)N2CC[C@@H](c3ccc4ccccc4c3)[C@H](O)C2)cn1 | i
Cc1ccc(-n2ncc3c(-n4nc(C)cc4NC(=O)COc4ccc(Cl)cc4)ncnc32)c(C)c1 | i
OCCOc1cccc(-c2nccn2-c2ccc(-n3cccn3)cc2)c1 | i
COc1ccc(Cn2c(CNC(=O)c3ccccc3OC)nc3cccnc32)cc1 | i
Cc1ccc(C2=CC(c3c(F)cccc3Cl)n3nc(NS(C)(=O)=O)nc3N2)cc1 (stereo unspecified) | +
CCCCOC(=O)c1ccc(NC(=O)CN2c3ccc(F)cc3-c3ccccc3S2(=O)=O)cc1 | +
CN(CCn1ccc2ccccc21)Cc1ncc[nH]1 | i
Cc1cc(C)nc(N(C)CCCc2cnn(C)c2)n1 | i
CCNC(=O)C(=O)NCc1n[nH]c(=O)c2ccccc12 | i
Cc1nc2ccccc2n1CCC(=O)N1CCCn2cncc2C1 | i
Cc1ccc(C(=O)Nc2ccc(Nc3nc(C)cc(N4CCCC4)n3)cc2)cc1 | i
NS(=O)(=O)c1ccc(CCNS(=O)(=O)c2ccc3c(c2)CCCC(=O)N3)cc1 | i
Cc1nc(CC(=O)Nc2nc3ccc(S(N)(=O)=O)cc3s2)cs1 | i
Cc1ccc(C(=O)Nc2cccc(OCc3cc(=O)n4ccc(C)cc4n3)c2)cc1 | i
CCCc1c(C)nc2ncnn2c1Sc1ccc(NC(=O)Nc2cccc(C(F)(F)F)c2)cc1 | i
CN(C)C(=O)c1cncc(N2CC[C@@H](c3ccc4ccccc4c3)[C@H](O)C2)n1 | i
Cc1ccc(NC(=O)C(C)n2nc(-c3ccc(C)c(S(N)(=O)=O)c3)c3c(c2=O)CCCC3)c(C)c1 (stereo unspecified) | i
Cn1c(CNS(=O)(=O)c2cccc(Cl)c2)nc2cccnc21 | i
C=CCN(C)C(=O)c1coc(COc2cccc3cccnc23)n1 | i
Cc1ccc2c(c1C)NC(=O)C2CC(=O)N1C[C@H]2C[C@H](O)[C@H](O)C[C@H]2C1 (stereo partly specified) | i

Rewritten tab-delimited: three of the compounds above.
mol	FECH inh
CCCc1c(C)nc2ncnn2c1Sc1ccc(NC(=O)Nc2cccc(C(F)(F)F)c2)cc1	i
CN(C)C(=O)c1cncc(N2CC[C@@H](c3ccc4ccccc4c3)[C@H](O)C2)n1	i
Cc1ccc(NC(=O)C(C)n2nc(-c3ccc(C)c(S(N)(=O)=O)c3)c3c(c2=O)CCCC3)c(C)c1 (stereo unspecified)	i

(next part)
SMILES | FECH inh
Cn1c(=O)c(C(=O)NCc2ccc(F)cc2)nc2ccccc21 | i
CCOc1ccc(OCC)c(S(=O)(=O)N2CCN(c3nc(C)cc(N(C)C)n3)CC2)c1 | i
Cc1cccc(C(C(=O)NCc2cn3cc(C)sc3n2)N(C)C)c1 (stereo unspecified) | i
CCc1cccc(C)c1NC(=O)c1nc2ccccc2n(C)c1=O | i
CC(C)=CC(=O)N(CCO)Cc1ccccc1C | i

A portion of the library. The share of hits here may be higher or lower than overall.
